Screening data deposited in PubChem BioAssay by Southern Research Specialized Biocontainment Screening Center.
M. tuberculosis HTS = M. tuberculosis growth inhibition, HTS (AID 449762); M. tuberculosis H37Rv growth inhibition, 7H9 media; higher % means a stronger effect; hit rate 0.59% among 330,000; one-dose inhibition, % at 25 µM; IC50 in µM for titrated hits; in the data active = a potency from the dose series; inconclusive = inhibition above about 70% without an active follow-up result;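 also: bacterial growth assessed after seven days of incubation; strong numbers were not always called active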
PhoP GFP inhibition = Inhibition of PhoP regulon, Salmonella typhi GFP reporter cells, confirmation, 4 h (AID 1850) | Salmonella Typhi PhoP-promoter GFP reporter, fluorescence, 4 h; higher % means a stronger effect | inhibition, % at 50 µM, or IC50 in µM where a hit was titrated | hit rate 0.33% among 310,000; in the data active = a potency from the dose series; inconclusive = inhibition mostly from about 25% at the one dose, without a potency; inactive = the rest, 99 in 100 with inhibition below about 19%;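 also: 0% = induced wells with vehicle and 100% = uninduced wells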
H1N1 NS1A inhibition = H1N1 influenza NS1A inhibitors, functional cell based assay (AID 504329); hit rate 0.3% among 340,000; inhibition, % at 12.5 µM; hits with a dose series show IC50 in µM; NS1A functional cell-based assay, percent inhibition; higher % means a stronger effect; in the data active = a potency from the dose series; inconclusive = inhibition above about 27% without an active follow-up result; also: strong numbers were not always called active
inhibitors of VEEV = inhibitors of VEEV TC-83 cytopathic effect, confirmation, Vero cells (AID 588727); Vero cells, VEEV TC-83 cytopathic effect inhibition; higher % means a stronger effect; inhibition, % at 20 µM; hits with a dose series show IC50 in µM; hit rate 0.13% among 350,000; in the data active = a potency from the dose series; inconclusive = inhibition mostly from about 14% at the one dose, without a potency; inactive = the rest, 99 in 100 with inhibition below about 12%; also: strong numbers were not always called active
M. tuberculosis = growth inhibition of non-replicating M. tuberculosis (AID 488890); Mycobacterium tuberculosis non-replicating, growth inhibition; higher % means a stronger effect; one-dose inhibition, % at 25 µM; IC50 in µM for titrated hits; hit rate 0.39% among 320,000; in the data active = a potency from the dose series; inconclusive = inhibition mostly from about 82% at the one dose, without a potency; inactive = the rest, 99 in 100 with inhibition below about 76%;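 also: plate controls were DMSO cells for no effect and high antibiotic wells for full effect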
inhibitors of VEEV 10K pilot screen = recorded beside inhibitors of VEEV, whose call it bears; inhibition, %; measured here: 10K pilot screen inhibition
Starred values were filed as active, the others as inactive; i = inactive; ? = inconclusive; . = no result given.

SMILES	M. tuberculosis HTS	PhoP GFP inhibition	H1N1 NS1A inhibition	inhibitors of VEEV	M. tuberculosis	others
Cc1nc(-c2ccccc2O)n(-c2ccccc2)n1	5%	-16%	-8%	i	1%	inhibitors of VEEV 10K pilot screen=0.6
CCn1c(CSc2nnc(-c3ccncc3)n2C)nc2cc(C(=O)O)ccc21	-12%	-3%	11%	i	3%
N#CC(Sc1ccccn1)c1ccc(Cl)cc1Cl (stereo not drawn)	-4%	2%	1%	0.5%	-10%
COc1ccccc1/C=C/C(=O)Nc1ccc2c(c1)OCCO2	-4%	-2%	-1%	6.7%	8%
COc1cc2c(cc1OC)C(c1ccccc1C(F)(F)F)CC(=O)N2 (stereo not drawn)	-4%	15%	-1%	0.2%	5%
Cc1ccccc1N1C(=O)CSC1=C(C#N)C#N	-7%	-1%	-4%	0.4%	-2%
CCN(CC)S(=O)(=O)c1cccc(C(=O)NCC2CCCO2)c1 (stereo not drawn)	1%	-19%	-4%	i	-16%
CC1(NC(=O)N2CCOCC2)CCS(=O)(=O)C1 (stereo not drawn)	-3%	-4%	4%	0.0%	-1%
COCCNC(=O)NC1(C(F)(F)F)Oc2ccc(Cl)cc2O1 (stereo not drawn)	?	-11%	2%	i	57%
O=C(NC1CCSc2ccccc21)c1cccc([N+](=O)[O-])c1 (stereo not drawn)	9%	-4%	-7%	0.4%	11%
Cc1cc(C)cc(NC(=O)COC(=O)CCC2CCCC2)c1	6%	.	3%	1.4%	63%
CCOC(=O)c1sc(NC(=O)c2cccnc2)c(C#N)c1C	-4%	1%	12%	1.7%	64%
CCOC(=O)c1c(P(=O)(N2CCOCC2)N2CCOCC2)noc1N	-7%	-3%	4%	0.3%	6%
O=C(c1ccccc1F)N1CCN(S(=O)(=O)c2ccc(S(=O)(=O)N3CCCCC3)cc2)CC1	1%	-10%	5%	i	4%
CCOc1ccc(C(=O)Nc2c3c(nn2-c2cccc(Cl)c2)CS(=O)C3)cc1 (stereo not drawn)	-8%	-15%	1%	0.1%	1%
C=CCNC(=S)Nc1sc2c(c1C(=O)OCC)CC(C(C)C)OC2 (stereo not drawn)	3%	4%	-1%	2.2%	-13%
O=C1CC(C(=O)Nc2ncccn2)C(c2ccccc2)O1 (stereo not drawn)	1%	-3%	6%	5.3%	-1%
CCOC(=O)Cc1csc(NC(=O)COc2ccccc2OC)n1	0%	-3%	7%	0.0%	1%
Cc1ccc(-c2noc(C3CCCN(S(=O)(=O)c4ccc5ccccc5c4)C3)n2)o1 (stereo not drawn)	4%	0%	23%	1.0%	22%
Cc1cc(=O)oc2cc(NC(=S)NNC(=O)c3c(Cl)cnn3C)ccc12	-2%	-15%	-4%	8.0%	1%
c1ccc(CNc2nc(-c3ccccc3)nc3ccccc23)cc1	?	-3%	-29%	1.5%	4%
COc1ccc(CN2CCN(C(=O)COc3cccc(C)c3)CC2)c(OC)c1	.	.	0%	i	.	inhibitors of VEEV 10K pilot screen=0.3
Cn1cc(/C=C2\SC(=S)N(N3CCOCC3)C2=O)c2ccccc21	1%	-5%	-1%	1.7%	-8%
CCOc1ccc(CCNS(=O)(=O)c2cnc[nH]2)cc1OCC	0%	4%	8%	1.4%	10%
CN(C)S(=O)(=O)c1cccc(C(=O)NCCc2ccccc2)c1	-3%	6%	-7%	1.8%	-10%
Cc1nc(-c2noc(-c3ccc(Cl)cc3)n2)c(C(F)(F)F)o1	12%	-21%	-16%	1.8%	9%
CCN(CC)c1cc(C)c2cc(NC(=O)c3cccs3)ccc2n1	7%	0%	13%	0.8%	32%
O=S(=O)(Nc1cccnc1Cl)c1ccc(-c2ccccc2)cc1	0%	-14%	-6%	0.3%	20%
C=CCNC(=O)CSc1nnc(-c2cccs2)o1	2%	2%	0%	1.4%	?
O=C(Cn1cnc2ccccc2c1=O)NCC(=O)N1CCOCC1	4%	-8%	8%	i	-1%
Cc1noc(C)c1C(=O)OCC(=O)Nc1ccccc1SCC#N	11%	.	-3%	1.0%	-20%
COc1ccc(C(=O)NC2CCN(Cc3ccccc3)C2)cc1S(=O)(=O)N1CCOCC1 (stereo not drawn)	-2%	.	-8%	0.1%	6%
COc1ccccc1C(CCNS(=O)(=O)c1ccc(C)cc1)c1ccco1 (stereo not drawn)	11%	-4%	4%	2.5%	-7%
O=C(O)CCN(Cc1ccccc1)S(=O)(=O)c1ccc(Cl)cc1F	3%	1%	-8%	0.6%	-9%
COc1ccc(C2C3=C(NCCN=C3c3ccccc3)C(=O)N2c2ccccc2)c(OC)c1 (stereo not drawn)	0%	3%	-17%	1.1%	12%
NS(=O)(=O)c1ccc(-c2ccc(/C=N/NC(=O)c3ccc([N+](=O)[O-])cc3)o2)cc1	0%	-7%	15%	i	1%
Cc1ccc(CN2CC(C(=O)Nc3ccc(F)c([N+](=O)[O-])c3)CC2=O)cc1 (stereo not drawn)	-2%	-10%	7%	i	10%
COC(=O)C1Cc2c([nH]c3ccccc23)C(C)N1 (stereo not drawn)	-8%	-2%	6%	0.5%	-3%
O=S(=O)(c1cccs1)N1CN(C2CCCC2)c2nc3ccccc3nc21	1%	0%	.	.	6%
Cc1ccc(CN2CCSc3ccc(C(=O)N4CCN(c5ncccn5)CC4)cc32)cc1	4%	2%	5%	0.5%	10%
CC(NC(=O)c1ccc(NC(=O)CC2SC(N3CCCC3)=NC2=O)cc1)c1ccc(F)cc1 (stereo not drawn)	-4%	.	1%	1.5%	10%
COC(=O)c1ccccc1NC(=O)CSc1nc(Nc2ccccc2)nc(N2CCOCC2)n1	13%	3%	18%	5.3%	39%
OC(COc1ccccc1)CN1CCN(C(c2ccccc2)c2ccccc2)CC1 (stereo not drawn)	?	7%	0%	i	52%
CCN(CC)C(=O)CSc1nnc(-c2cnccn2)n1-c1ccc(C)cc1	8%	-10%	4%	0.9%	7%
COc1cccc(-c2nnc(SCc3nc4ccccc4s3)n2C)c1	-2%	21%	-10%	0.7%	15%
C=CCN1CN(S(=O)(=O)c2cccs2)c2nc3ccccc3nc21	-1%	-11%	6%	1.0%	10%
COC(=O)c1ccc(C)c(NC(=O)CSc2nc3[nH]c(=O)cc(O)c3s2)c1	-15%	.	-16%	2.1%	.
CN1CCN(c2oc(/C=C/c3ccccc3)nc2C#N)CC1	-21%	4%	1%	4.2%	-1%
O=C(NNC(=O)c1ccccc1[N+](=O)[O-])c1ccccc1[N+](=O)[O-]	2%	-3%	-8%	0.1%	10%
O=C(c1ccc(S(=O)(=O)Cc2ccccc2Cl)c([N+](=O)[O-])c1)N1CCOCC1	-8%	-1%	3%	11%	35%
COc1cccc(-c2csc(N3CCN(C(=S)Nc4ccccc4OC)CC3)n2)c1	8%	4%	1%	0.7%	2%
OC(COc1ccc(CN2CCCCO2)cc1)CN1CCCCC1 (stereo not drawn)	-5%	-4%	0%	i	-3%
COc1ccccc1-n1c(O)c(C=NCCN2CCNCC2)c(=O)[nH]c1=O	-8%	-2%	-2%	0.6%	3%
O=C1c2ccccc2CN1C(CO)Cc1ccccc1 (stereo not drawn)	-7%	2%	-2%	0.3%	-13%
O=C(CN(Cc1ccco1)C(=O)CCC(=O)Nc1ccccn1)NCc1ccccc1	10%	3%	-2%	0.5%	1%
Cc1cc(C)c(S(=O)(=O)NCC23C=CC(O2)C2C(=O)N(c4ccccc4)C(=O)C23)c(C)c1 (stereo not drawn)	-3%	-7%	0%	6.1%	8%
CC1(C)NC(=O)N(CCCSc2ccc(Cl)cc2)C1=O	-1%	5%	6%	i	25%
Cc1cc(Br)c(NC(=O)C(C)Sc2nnnn2C)c(Br)c1 (stereo not drawn)	20%	.	-11%	0.8%	12%
Cc1cc(Cn2nnc3ccccc32)c(O)c(C(C)(C)C)c1	7%	-37%	-2%	3.9%	21%
Cc1ccc(N(CC(=O)NC2CCCC2)C(=O)CNC(=O)c2cccs2)cc1C	0%	1%	11%	0.7%	7%
Further records follow.
SMILES	M. tuberculosis HTS	PhoP GFP inhibition	H1N1 NS1A inhibition	inhibitors of VEEV	M. tuberculosis	others
Cc1ccc(C(C)C)cc1OCCN1CCCC1	-1%	3%	13%	0.1%	78%
COc1ccccc1NC(=O)c1ccc(NC(=O)COC(=O)c2cncc(Br)c2)cc1	-8%	.	-5%	3.8%	12%
CCc1c(C)nc(N2CCN(c3ccc(OC)cc3)CC2)[nH]c1=O	-1%	8%	0%	0.6%	-8%
CCCCNC(=S)NNC(=O)c1ccncc1	0%	2%	-1%	1.4%	-5%
O=S(=O)(NCC(c1ccccc1)N1CCC(O)CC1)c1ccc(Cl)cc1 (stereo not drawn)	-1%	3%	3%	1.2%	-5%
Cc1ccc(C(C(=O)NC(C)(C)C)N(Cc2cccs2)C(=O)c2ccc3c(c2)OCCO3)cc1 (stereo not drawn)	14%	-3%	7%	7.6%	36%
Cc1ccccc1-n1nc2c(c1NC(=O)/C=C\c1ccc3c(c1)OCO3)CSC2	0%	-1%	14%	0.9%	.
Cc1ccc(Cc2c(C)[nH]c(=S)[nH]c2=O)cc1	7%	4%	-2%	i	16%
N[C@@H](CO)c1nnc([C@H](CCC(=O)O)NC(=O)C2CCNCC2)o1	-5%	0%	-1%	i	0%
N#Cc1c(NC(=O)CSc2ncnc3sccc23)oc(-c2ccco2)c1-c1ccco1	2%	-5%	-4%	1.5%	23%
Cc1nc(C)c(C(=O)N/N=C/c2ccco2)s1	4%	8%	-6%	0.6%	-6%
Cc1ccc(NC(=O)C[n+]2cc(-c3ccccc3)n3c2CCC3)c(C)c1	-2%	19%	-17%	i	16%
C/C(=N\N1CCN(c2ccccc2)CC1)c1ccco1	7%	-3%	-1%	0.4%	0%
COc1ccc(CCNC(=O)c2cc(S(=O)(=O)N3CCOCC3)cn2C)cc1OC	-5%	0%	-1%	1.6%	-13%
O=C(COC(=O)c1ccco1)Nc1nc2ccc([N+](=O)[O-])cc2s1	-7%	5%	-7%	0.6%	20%
Cc1ccc(S(=O)(=O)c2nc(-c3ccco3)oc2SCC(N)=O)cc1	-3%	7%	5%	1.3%	8%

Of the compounds above, twelve contain an aryl thioether with sulfur outside any ring:
SMILES	M. tuberculosis HTS	PhoP GFP inhibition	H1N1 NS1A inhibition	inhibitors of VEEV	M. tuberculosis	others
CCn1c(CSc2nnc(-c3ccncc3)n2C)nc2cc(C(=O)O)ccc21	-12%	-3%	11%	i	3%
N#CC(Sc1ccccn1)c1ccc(Cl)cc1Cl (stereo not drawn)	-4%	2%	1%	0.5%	-10%
C=CCNC(=O)CSc1nnc(-c2cccs2)o1	2%	2%	0%	1.4%	?
Cc1noc(C)c1C(=O)OCC(=O)Nc1ccccc1SCC#N	11%	.	-3%	1.0%	-20%
COC(=O)c1ccccc1NC(=O)CSc1nc(Nc2ccccc2)nc(N2CCOCC2)n1	13%	3%	18%	5.3%	39%
CCN(CC)C(=O)CSc1nnc(-c2cnccn2)n1-c1ccc(C)cc1	8%	-10%	4%	0.9%	7%
COc1cccc(-c2nnc(SCc3nc4ccccc4s3)n2C)c1	-2%	21%	-10%	0.7%	15%
COC(=O)c1ccc(C)c(NC(=O)CSc2nc3[nH]c(=O)cc(O)c3s2)c1	-15%	.	-16%	2.1%	.
CC1(C)NC(=O)N(CCCSc2ccc(Cl)cc2)C1=O	-1%	5%	6%	i	25%
Cc1cc(Br)c(NC(=O)C(C)Sc2nnnn2C)c(Br)c1 (stereo not drawn)	20%	.	-11%	0.8%	12%
N#Cc1c(NC(=O)CSc2ncnc3sccc23)oc(-c2ccco2)c1-c1ccco1	2%	-5%	-4%	1.5%	23%
Cc1ccc(S(=O)(=O)c2nc(-c3ccco3)oc2SCC(N)=O)cc1	-3%	7%	5%	1.3%	8%
